M1 PAM = positive allosteric modulators of human M1 muscarinic receptor | CHO-K1 hM1, Fluo-8 calcium fluorescence, ACh EC20; 0% = ACh EC20, 100% = maximal ACh | actives 0.088% (n = 360,000) | P11229 | activation, % at 3 µM | AID 588819; in the data active = activation above about 19%, passing the limit was not always enough
M1 antag = blocks human M1 muscarinic receptor. P11229. actives 1.3% (n = 360,000). CHO-K1 hM1, Fluo-8 calcium fluorescence, ACh EC80 antagonist. inhibition, % at 3 µM;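 active = percent inhibition above its own plate's cutoff, namely the mean of that plate's compound wells plus 3 SD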;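 note: peak over basal fluorescence ratio during 140 s after agonist addition; 0% = ACh EC80 plus DMSO and 100% = DMSO alone without agonist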
OXTR potentiator = potentiators of human oxytocin receptor. activation, % at 3 µM. P30559. AID 2445. CHO-OTR cells, Fluo-8 calcium fluorescence, potentiator mode; 0% = oxytocin EC15, 100% = EC100. actives 0.061% (n = 320,000);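 active = activation above that plate's cutoff, the mean activation of tested compounds plus 3 SD, cut at about 6.6% in these data, passing the limit was not always enough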;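 note: 100% uses oxytocin at 75 nM as the full agonist control; some results filed as inactive read as strong as hits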
Target sequence (P30559 whole entry, looked up): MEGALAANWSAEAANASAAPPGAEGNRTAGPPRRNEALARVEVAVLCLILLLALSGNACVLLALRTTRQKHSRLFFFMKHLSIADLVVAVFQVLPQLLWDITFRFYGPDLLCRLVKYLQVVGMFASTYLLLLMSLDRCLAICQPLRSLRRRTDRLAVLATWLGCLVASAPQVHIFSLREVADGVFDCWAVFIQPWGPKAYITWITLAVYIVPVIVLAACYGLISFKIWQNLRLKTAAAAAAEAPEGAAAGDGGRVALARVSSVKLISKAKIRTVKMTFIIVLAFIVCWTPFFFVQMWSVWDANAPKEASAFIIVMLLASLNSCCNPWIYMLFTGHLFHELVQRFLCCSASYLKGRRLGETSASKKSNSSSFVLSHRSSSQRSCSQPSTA
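System: human OTR in CHO cells; Also added: sub-maximal oxytocin, roughly EC15; Timing: compound 6 min at room temperature before oxytocin, 100 s read; Technique: Fluo-8 intracellular calcium fluorescence, ex 470-495, em 515-575 nm; Controls: oxytocin EC15 low and EC100 high; Replication: singlicate.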
M4 antag = antagonists of human muscarinic M4 receptor (CHRM4); CHO-hM4 cells, ACh EC80, Fluo-8 calcium fluorescence; actives 0.73% (n = 360,000); AID 624125; inhibition, % at 3 µM;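 active = inhibition above its plate's cutoff, the mean inhibition of sample wells plus 3 SD, cut at about 27% in these data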;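 note: 0% = acetylcholine EC80 with DMSO and 100% = DMSO without agonist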
Target sequence (P08173 whole entry, looked up): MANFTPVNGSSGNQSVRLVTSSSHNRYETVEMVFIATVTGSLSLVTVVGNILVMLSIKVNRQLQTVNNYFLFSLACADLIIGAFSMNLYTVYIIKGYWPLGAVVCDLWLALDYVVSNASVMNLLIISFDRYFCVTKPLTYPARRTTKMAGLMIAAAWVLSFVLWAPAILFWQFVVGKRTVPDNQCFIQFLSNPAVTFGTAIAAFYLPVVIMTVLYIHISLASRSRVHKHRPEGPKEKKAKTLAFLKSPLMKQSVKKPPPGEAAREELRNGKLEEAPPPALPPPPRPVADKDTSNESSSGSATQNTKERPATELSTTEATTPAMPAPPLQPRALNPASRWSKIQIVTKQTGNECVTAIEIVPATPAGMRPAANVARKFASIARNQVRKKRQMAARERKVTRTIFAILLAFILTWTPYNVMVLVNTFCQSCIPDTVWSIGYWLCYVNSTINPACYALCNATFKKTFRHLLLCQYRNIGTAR
M4 ag = agonists of human muscarinic M4 receptor (CHRM4); CHO-K1 hM4/Gqi5, Fluo-8 calcium fluorescence; vehicle 0%, full acetylcholine response 100%; activation, % at 3 µM; actives 0.14% (n = 360,000); AID 624127;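 active = activation above the run mean over all test wells plus 3 SD, cut at about 32% in these data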;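 note: peak over basal fluorescence ratio per well then scaled between controls; 0% = DMSO wells and 100% = acetylcholine at EC100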
CHO-K1 Ca ag = M1 agonist counterscreen hit in parental CHO-K1 cells | Fluo-8 calcium fluorescence; scaled to maximal ATP response, vehicle zero | activation, % at 3 µM | actives 0.48% (n = 360,000) | AID 602248; in the data active = activation above about 15%;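 note: untransfected CHO-K1 host cells lacking M1 receptor as counterscreen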
CHRM1 agonist = human M1 muscarinic receptor agonism; P11229; CHO-K1 hM1, Fluo-8 calcium fluorescence, agonist mode; 0% DMSO, 100% acetylcholine EC100; activation, % at 3 µM; actives 0.33% (n = 360,000); AID 588814;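 active = activation above the run's mean compound activation plus 3 SD, cut at about 16% in these data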;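 note: peak over basal fluorescence ratio within a 140 s kinetic read after compound addition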
CHO parental Ca = signal in parental CHO cells, OX1R antagonist counter-screen; actives 0.63% (n = 330,000); inhibition, % at 5.6 µM; parental CHO-K1, ATP-induced calcium, Fluo-8 fluorescence; AID 463079;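 active = inhibition above that plate's mean sample inhibition plus 3 SD, cut at about 26% in these data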;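 note: 0% = ATP-challenged DMSO wells and 100% = DMSO wells without ATP; some compounds past the cut are filed as inactive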
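test system = CHO parental line | reagent = ATP stimulus | measured by = intracellular calcium via Fluo-8 no-wash fluorescent dye | control set = ATP and no-ATP DMSO wells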
CHO-K1 Ca antag = nonselective inhibitor or artifact in parental CHO-K1 cells. inhibition, % at 3 µM. actives 0.6% (n = 360,000). AID 602250. ATP-induced calcium, Fluo-8 fluorescence;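 active = inhibition above a per-plate cutoff, the plate's mean sample inhibition plus 3 SD, cut at about 24% in these data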;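 note: 0% = DMSO plus EC80 ATP and 100% = DMSO alone without ATP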
* marks the source's active call; other numbers are inactive results; nt = not tested or not shown. No enrichment for hits; about 2.9% have a hit in one of these screens.

Screens by letter – A = M1 PAM; B = M1 antag; C = OXTR potentiator; D = M4 antag; E = M4 ag; F = CHO-K1 Ca ag; G = CHRM1 agonist; H = CHO parental Ca; I = CHO-K1 Ca antag
structure: CC(C)NC(=O)Cn1c(SCC(=O)N2CCCc3ccccc32)nc2ccccc21
  A: -12.1; B: 23.7; C: -3.6; D: -0.1; E: 1.2; F: 0.2; G: -4.9; H: -17.8; I: -12.0

structure: CCOC(=O)C1=CC[C@@H](c2cc3ccc(OC)cc3n2C)N(S(=O)(=O)c2ccc(C)cc2)[C@H]1C(=O)OCC
  A: 0.4; B: -1.0; C: -0.5; D: 4.5; E: 0.2; F: 1.1; G: -5.8; H: -5.1; I: -5.0

structure: COc1cc(-c2csc(C)n2)ccc1O
  A: 2.1; B: 4.6; C: -4.6; D: 1.1; E: 0.0; F: 0.1; G: -4.3; H: -8.8; I: -5.4

structure: CCOC(=O)C1CCN(C(=O)Cn2cnc3sc(C)c(S(=O)(=O)N4CCC(C)CC4)c3c2=O)CC1
  A: 5.1; B: 2.3; C: -6.7; D: 4.8; E: 3.4; F: 0.6; G: -2.4; H: -3.0; I: 0.1

structure: O=C(CN1CCCc2ccccc21)NCc1ccc2c(c1)OCO2
  A: -9.7; B: 16.6; C: -4.5; D: 9.1; E: 0.8; F: 0.9; G: -3.1; H: -14.1; I: -3.0

structure: CCCNC(=O)c1ccc(S(=O)(=O)c2ccc(OC)cc2)c([N+](=O)[O-])c1
  A: -14.5; B: 16.9; C: -7.8; D: -9.5; E: 20.1; F: 16.3*; G: -2.3; H: 9.3; I: 8.5

structure: Cc1cc(Br)ccc1SCC(=O)OCC(=O)Nc1ncc(C(F)(F)F)cc1Cl
  A: 8.4; B: -7.3; C: -3.2; D: -10.2; E: 0.4; F: 0.1; G: -6.8; H: 3.9; I: 3.0

structure: Cc1c(Cl)cccc1NC(=O)[C@@H](NC(=O)c1ccccc1Cl)C(C)C
  A: 1.8; B: 1.2; C: -0.3; D: -2.5; E: 0.7; F: -0.4; G: -7.7; H: -14.4; I: 24.1*

structure: CC(=O)N(Cc1cccnc1)Cc1cc2ccc(C)cc2[nH]c1=O
  A: 5.9; B: -7.5; C: -19.1; D: -5.9; E: 0.6; F: 0.5; G: -4.6; H: -3.0; I: 2.0

structure: COc1cc(C(=S)N2CCOCC2)cc(OC)c1OC
  A: 6.9; B: -8.1; C: -8.4; D: 3.4; E: 0.8; F: 0.8; G: -2.0; H: -20.8; I: -1.2

structure: CC1CCCC(NC(=O)C2CCC(CNc3c(N4CCCC4)c(=O)c3=O)CC2)C1C (stereo not given)
  A: 7.8; B: -8.8; C: -8.0; D: -8.2; E: -0.1; F: 0.1; G: -5.1; H: 1.9; I: -3.4

structure: CC(=O)NC(c1cccc(F)c1)c1nc(-c2cccc(C(F)(F)F)c2)cs1 (stereo not given)
  A: 5.3; B: -9.9; C: nt; D: 0.9; E: 0.1; F: 0.3; G: -4.6; H: nt; I: -0.5

structure: O=C(Nc1ccon1)Nc1ccc(Cl)cc1Cl
  A: 1.3; B: -4.5; C: -3.5; D: -1.6; E: 2.2; F: 1.9; G: -0.5; H: -7.0; I: -10.8

structure: Cc1cccc2cc(C#N)c(SCC(=O)Nc3ccccc3N3CCOCC3)nc12
  A: -0.4; B: -0.1; C: -10.2; D: -0.5; E: 1.1; F: 0.2; G: -3.8; H: -31.5; I: -3.3

structure: Cc1cc(C)nc(-n2ncc(C#N)c2N)n1
  A: 8.5; B: -3.7; C: 3.6; D: -2.2; E: 0.7; F: -0.2; G: -3.2; H: -0.1; I: -8.3

structure: NC(=O)c1c(NC(=O)c2cnccn2)sc2c1CCCC2
  A: 2.9; B: 0.4; C: -6.5; D: 0.3; E: 0.6; F: -0.6; G: -4.0; H: -4.4; I: 15.2

structure: Cc1ccc(S(=O)(=O)NCCNC(=O)c2nonc2N)cc1
  A: -5.2; B: 11.7; C: -7.1; D: 1.9; E: 0.2; F: -0.3; G: -3.0; H: -5.2; I: 11.6

structure: C=CCn1c(N)c(C(=O)N2CCOCC2)sc1=S
  A: 0.7; B: -0.4; C: 1.3; D: 5.7; E: 0.6; F: 0.6; G: -5.7; H: -5.5; I: -12.2

structure: O=C(CN1CCN(c2ccccn2)CC1)Nc1ccccc1C(=O)Nc1ccccc1
  A: -0.6; B: 17.2; C: -2.9; D: 3.9; E: 14.1; F: 4.1; G: 1.6; H: -19.2; I: 11.6

structure: COC(=O)c1cnn2c3c(c(C)nc12)CCCC3
  A: 4.5; B: -10.3; C: 4.9; D: 0.3; E: 0.7; F: -0.1; G: -4.3; H: 2.6; I: -7.5

structure: CC1(c2nnnn2Cc2ccccc2)CCC(=O)N1CCOc1ccccc1 (stereo not given)
  A: nt; B: nt; C: nt; D: -3.7; E: 2.1; F: -0.3; G: nt; H: nt; I: -1.6

structure: COCCN(CCOC)C(=O)c1c[nH]c2ccc(S(=O)(=O)N(C)c3ccc(F)cc3)cc2c1=O
  A: 3.7; B: -10.0; C: -2.1; D: 3.3; E: 1.3; F: 0.9; G: -4.4; H: -4.5; I: -15.8

structure: O=C(CNC(=O)c1ccco1)OC(C(=O)c1ccccc1)c1ccccc1 (stereo not given)
  A: -0.1; B: -11.4; C: -13.4; D: -6.5; E: 2.1; F: 0.1; G: -3.6; H: -10.2; I: -6.2

structure: CC(C)(C)c1nnc(NC(=S)Nc2ccccc2)s1
  A: 2.6; B: 1.8; C: -7.7; D: -0.2; E: 1.5; F: 1.1; G: -2.6; H: -7.2; I: -1.2

structure: O=C(CNC(=S)N(CCCN1CCOCC1)Cc1cccs1)NC1CC1
  A: 16.1; B: -14.2; C: -14.7; D: 2.2; E: 1.4; F: 0.2; G: -7.7; H: 0.6; I: -9.6

structure: CCC(=O)Nc1ccc(NC(=O)CSc2nnc(-c3ccco3)n2C)cc1
  A: -0.2; B: 3.4; C: -2.3; D: 5.5; E: 0.0; F: 0.8; G: -4.9; H: -3.8; I: -7.8

structure: CC(C)c1ccc(NC(=O)CSc2n[nH]c(=O)n2Cc2ccco2)cc1
  A: 6.6; B: -2.2; C: -5.3; D: 0.3; E: 3.4; F: 3.6; G: -1.0; H: -11.6; I: -13.2

structure: Cc1ccc(Cn2c(N3CCCCCC3)nc3c2c(=O)[nH]c(=O)n3C)cc1
  A: -6.6; B: -2.3; C: -9.8; D: -8.2; E: -0.8; F: -0.2; G: -3.3; H: -23.1; I: 21.2

structure: CNC(=O)c1cc2c(=O)n3cc(C)ccc3nc2n(C(C)C)c1=N
  A: 5.9; B: -22.0; C: -0.4; D: -4.3; E: 0.1; F: -0.3; G: -6.9; H: 6.5; I: 0.4

structure: CCN(c1ccccc1)S(=O)(=O)c1ccc(Cl)c(C(=O)N2CCCC2)c1
  A: -0.7; B: -1.8; C: -6.0; D: 7.5; E: 1.4; F: 0.4; G: -1.6; H: -10.9; I: 5.6

structure: O=C(Cn1c(=O)oc2ccccc21)Nc1n[nH]c(=S)s1
  A: 3.2; B: -8.1; C: -1.0; D: 3.3; E: 0.0; F: 0.1; G: -2.9; H: 0.0; I: 0.1

structure: CCOC(=O)N1CCN(CC(O)c2c[nH]c3ccccc23)CC1 (stereo not given)
  A: 2.2; B: -7.3; C: -5.8; D: 2.0; E: 1.4; F: 0.7; G: -4.1; H: -10.0; I: -9.4

structure: Cc1coc2cc3oc(=O)c(CCC(=O)N4CCC(C(=O)O)(c5ccccc5)CC4)c(C)c3cc12
  A: 7.5; B: -13.4; C: -2.2; D: -15.9; E: 1.4; F: 1.5; G: 0.8; H: -6.0; I: 4.2

structure: COCCN1CCC(CNCc2c(C(=O)N3CCCCC3)nc3c(C)cccn23)C1 (stereo not given)
  A: 5.8; B: -5.7; C: 2.1; D: -5.2; E: 1.0; F: -0.4; G: -3.8; H: -18.9; I: 2.0

structure: CCOC(=O)c1cc(C)n(-c2c(C)n(C)n(-c3ccccc3)c2=O)c1C
  A: -13.8; B: 34.1*; C: -9.2; D: 3.0; E: 0.0; F: 0.6; G: -5.0; H: -6.8; I: -3.9

structure: Cc1nn(-c2ccccc2)c(N)c1C1(O)C(=O)N(C)c2ccccc21 (stereo not given)
  A: 3.7; B: -6.9; C: -1.3; D: -14.2; E: 1.0; F: 0.9; G: -2.1; H: -6.0; I: -3.9

structure: Nc1ccc(C(=O)Nc2cccc(N)c2)cc1
  A: 6.7; B: -7.4; C: nt; D: -7.6; E: 2.0; F: 3.9; G: -1.6; H: nt; I: -15.2

structure: O=C(Cn1nc(CNc2ccc(Cl)cc2)[n+]2c1CCCCC2)c1ccccc1
  A: 5.1; B: -4.6; C: -0.6; D: 7.4; E: 0.0; F: 0.9; G: -8.4; H: -5.5; I: -14.9

structure: CCOc1ccc(C2/C(=C(\O)c3ccc4c(c3)OCCO4)C(=O)C(=O)N2CCCn2ccnc2)cc1OC (stereo not given)
  A: 1.0; B: 7.2; C: 5.7; D: 5.3; E: 0.7; F: 0.1; G: 2.6; H: -6.8; I: 8.5

structure: COc1ccc(/C=C2\N=C(C)OC2=O)cc1OC(C)=O
  A: 6.6; B: -2.7; C: nt; D: 9.0; E: -0.2; F: 2.8; G: -3.2; H: nt; I: -9.5

structure: COc1ccc(-c2sc3ccc(N4CCOCC4)cc3c2-c2ccc(OC)c(F)c2)cc1
  A: 7.4; B: -2.4; C: -7.2; D: -10.2; E: -0.3; F: 1.2; G: 3.2; H: -11.1; I: -13.9

structure: O=C1CC(CCC(=O)NC2CC2)c2ccccc2N1 (stereo not given)
  A: 2.2; B: -4.0; C: -8.0; D: -6.5; E: 1.0; F: 0.1; G: -3.0; H: -10.1; I: -4.2

structure: CCOC(=O)CSc1ncnc2c1cnn2-c1ccc(Cl)cc1
  A: -0.1; B: 18.6; C: -4.8; D: 5.9; E: 0.8; F: 0.0; G: -2.7; H: -4.3; I: 5.6

structure: O=C(O)c1cc(S(=O)(=O)NC23CC4CC(CC(C4)C2)C3)ccc1Cl
  A: 6.3; B: -2.9; C: -7.0; D: 5.2; E: 1.1; F: 9.5; G: 2.9; H: 0.2; I: -1.0

structure: CCn1cnc2cc(NCc3cccc(OC)c3O)ccc21
  A: 10.0; B: -2.8; C: -8.0; D: -6.5; E: 5.1; F: 1.4; G: -3.3; H: -7.6; I: -25.0

structure: C=CC[C@@H](CC(=O)N(CCO)Cc1ccccc1)C(=O)N[C@@H](COC(=O)[C@@H](CC=C)Cc1ccc(F)cc1)Cc1ccccc1
  A: 5.5; B: -4.3; C: -12.4; D: -4.6; E: 3.6; F: 1.6; G: -1.4; H: -10.1; I: -16.2

structure: CCc1nn(CC(=O)Nc2cc(C)ccc2C)c(=N)s1
  A: 1.5; B: 7.7; C: -27.4; D: 4.2; E: 0.3; F: 0.1; G: -6.2; H: -9.3; I: -9.6

Compound profiles, as listed above. Order of values: M1 PAM | M1 antag | OXTR potentiator | M4 antag | M4 ag | CHO-K1 Ca ag | CHRM1 agonist | CHO parental Ca | CHO-K1 Ca antag
O=C1CC(CCC(=O)NC2CC2)c2ccccc2N1 (stereo not given) across the screens: 2.2 | -4.0 | -8.0 | -6.5 | 1.0 | 0.1 | -3.0 | -10.1 | -4.2
Cc1coc2cc3oc(=O)c(CCC(=O)N4CCC(C(=O)O)(c5ccccc5)CC4)c(C)c3cc12 across the screens: 7.5 | -13.4 | -2.2 | -15.9 | 1.4 | 1.5 | 0.8 | -6.0 | 4.2
